Screening data (PubChem)
Nrf2 activator: activates Nrf2 signaling; AID 624171; Potency, µM (series often up to 46.1 µM), inactives show top-dose activation, most hits filed as activators; hit rate 0.31% among 410,000; AREc32 ARE-luciferase reporter (MCF7-derived line), luminescence, 24 h; also: potency is read from the fitted curve at half-maximal effect; % of control where 0% means no effect; nearly all actives have a fitted effect of over 65% in size
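ARE-driven firefly luciferase activity in AREc32 cells measured after a 24 hr compound exposure at 37 deg C, using Steady-Glo reagent and a 30 min room-temperature hold.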
S2 tox: viability counter-screen for ATXN expression inhibitors. AID 651635. hit rate 0.49% among 400,000. S2 cells (HEK-293 line with an ATXN2-luciferase reporter) viability, CellTiter-Fluor protease fluorescence, 24 h. Potency, µM (titrated, usually from 56.7 µM), actives largely listed as cytotoxic; also: potency is read from the fitted curve at half-maximal effect; nearly all actives have a fitted effect of over 40% in size
A549 tox: counter-screen for Nrf2 inhibitors: cytotoxicity in A549 cells; AID 504648; A549 ARE-Fluc cells, CellTiter-Fluor viability, 18-24 h; hit rate 0.16% among 390,000; Potency, µM (highest dose often 46 µM), for the others: top-dose activity change, negative = cytotoxicity, most hits filed as inhibitors; also: potency is read from the fitted curve at half-maximal effect; % is scaled to controls: 0 for no effect and ±100 for the full control effect
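A549 ARE-Fluc cells in 5% FBS OPTI-MEM, 5000 cells/well, rested 2 h then exposed to compounds in concentration-response for 18-24 h at 37 °C. Viability by CellTiter-Fluor fluorescence (Ex 405/Em 525) after 30 min; luciferase luminescence (BugLite, 15 min, RT) read afterwards.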
HepG2 viability: counter-screen for TGF-b inhibitors: cytotoxicity in HepG2 cells; hit rate 0.76% among 410,000; AID 588856; Potency, µM (highest dose often 46.1 µM), for inactives: at the highest dose activity change, negative = cytotoxicity, most hits filed as cytotoxic; HepG2 CAGA-GFP viability, ATP luminescence, 18 h; also: potency is read from the fitted curve at half-maximal effect; some results filed as inactive show a strong effect at the top dose
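CellTiter-Glo luminescence gave cytotoxicity after 18 hours at 37 degrees C. The cells were HepG2 CAGA-GFP in 1% FBS DMEM, stimulated with 500 pg/mL TGF-beta after compound addition. %Activity was normalised to no-cell wells (complete cell-killing) and DMSO (no toxicity), and curves were fitted and classified.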
TGFb inhibitor: TGF-b pathway inhibition; Potency, µM (top dose mostly 46.1 µM), inactives show at the highest dose activity, negative = inhibition, most hits filed as inhibitors; hit rate 1.2% among 410,000; HepG2 CAGA-GFP TGF-b/SMAD3 reporter, GFP fluorescence, 18 h; TGF-beta stimulated, 500 pg/mL final; AID 588855; also: potency is read from the fitted curve at half-maximal effect; % is scaled to controls: 0 for no effect and ±100 for the full control effect; nearly all actives have a fitted effect of over 65% in size
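Cell-based qHTS in HEPG2 carrying a CAGA-GFP Smad reporter; compounds added before 500 pg/mL final TGF-beta, 18 h incubation at 37 degrees C, GFP fluorescence quantified per cell by imaging cytometry.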
Mm-Cpn inhibitor: M. maripaludis TRiC chaperonin inhibition. purified Mm-Cpn ATPase, ADP Transcreener TR-FRET. Potency, µM (titrated, usually from 76.9 µM), for the others: at the top dose activity, negative = inhibition, most hits filed as inhibitors. hit rate 0.031% among 330,000; also: potency is read from the fitted curve at half-maximal effect; % is scaled to controls: 0 for no effect and ±100 for the full control effect; nearly all actives have a fitted effect of over 80% in size
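Quantitative HTS used 25 nM Mm-CPN and 10 uM ATP in magnesium/KCl Tris buffer, pH 7.4, with 1 mM DTT. Hydrolysis ran 30 min at 37°C; ADP was read by HTRF.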
Nrf2 inh: Nrf2 pathway inhibition; A549 ARE-Fluc reporter, luciferase luminescence, 18-24 h; hit rate 2.1% among 360,000; Potency, µM (top dose mostly 46 µM), for inactives: at the highest dose activity change, negative = inhibition, most hits filed as inhibitors; AID 504444; also: potency is read from the fitted curve at half-maximal effect; % is scaled to controls: 0 for no effect and ±100 for the full control effect; nearly all actives have a fitted effect of over 60% in size
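A549 ARE_Fluc cells, 5000/well, 5% FBS OPTI-MEM; compounds in dose-response, 18-24 h at 37 °C/5% CO2; CellTiter-Fluor viability read (Ex 405/Em 525), then BugLite luciferase luminescence = Nrf2 activity.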
CCT modulator: modulators of cytosolic chaperonin (CCT/TRiC) activity. activity change, % (no concentration beside the values), hits read low. hit rate 0.3% among 360,000. purified chaperonin ATPase assay, HTRF ADP detection, 30 min; in the data active = activity change below about -30%; also: % is scaled to controls: 0 for no effect and ±100 for the full control effect
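Nucleotide hydrolysis assay: TRiC at 20–40 nM final (set by batch activity) with 10 uM ATP, 30 min at 37 °C, in presence of 76 uM compound. Detection by competitive ADP HTRF, 30 min ambient.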
pAkt inh: Akt phosphorylation inhibition | Neuro2A IGF-stimulated pAkt S473 HTRF, 20 min; hits give low values | activity change, % for hits at 50 µM | hit rate 0.32% among 360,000; in the data active = activity change below about -80%; inconclusive = mostly about -51% to -80%; also: % is scaled to controls: 0 for no effect and ±100 for the full control effect
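Neuro2A cells (4,500/well, DMEM with 0.5% FBS) were treated with compound at a single 50 µM final concentration, stimulated with 6 nM IGF for 20 min at 37 °C, and lysed. Phospho-Akt Ser473 was read by HTRF as 665/615 ratio ×10^4.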
Active calls of the source: *; i = inactive; ? = inconclusive; . = no result given; [ ] = remark or other dose. Unless noted, calls follow the shape of the dose curve; as a rule, active = well fitted curve in the direction sought with a large enough effect; inconclusive = small, poorly fitted or top-dose-only effect, or another doubt; inactive = no such curve, though single readings can be large; an effect the other way counts as inactive or inconclusive.

SMILES	Nrf2 activator	S2 tox	A549 tox	HepG2 viability	TGFb inhibitor	Mm-Cpn inhibitor	Nrf2 inh	CCT modulator	pAkt inh
CCOc1ccc(-c2cn(-c3ccc(C)cc3)c(SCC(=O)Nc3ccc(C)cc3)n2)cc1	0.3%	i	3%	-1%	-20%	.	.	.	.
CCCCOC(=O)c1ccc(NC(=O)c2ocnc2C)cc1	2.6%	i	5%	-37%	16%	-3%	7%	0.0	i
Cc1ccc(OCCNC(=O)CCNC(=O)c2ccc(Cl)cc2)cc1	0.0%	i	0%	-5%	2%	-1%	1%	0.9	i
O=C1OC(c2cccs2)=N/C1=C\c1ccc(-c2cccc(Cl)c2)o1	0.2%	i	-8%	-22%	2%	0%	6%	-3.7	i
CNC(=O)COC(=O)c1cc(-c2ccccc2)nn1-c1ccccc1	-0.1%	i	5%	-8%	31%	1%	-12%	-2.4	i
COc1ccccc1NC(=O)c1ncn(-c2ccccc2)n1	?	.	12%	-21%	.	.	?	.	.
COc1ccc(-n2nc(C(=O)NCC(=O)N3CCN(c4ccccc4)CC3)c3ccccc3c2=O)cc1OC	-0.7%	i	-8%	1%	-2%	-6%	13%	-1.5	i
CC(=O)c1ccc(NC(=O)CN(c2c(C)cccc2C)S(C)(=O)=O)cc1	6.3%	i	3%	-2%	25%	-1%	17%	2.5	i
Cc1ccc(NC(=O)c2ccc(OCC3CCCO3)cc2)cc1Cl (stereo unspecified)	4.0%	i	.	-5%	-4%	.	.	-0.7	i
CC1CCN(C2=NC(=O)/C(=C/c3cn[nH]c3-c3ccccc3)S2)CC1	-1.2%	i	-2%	-1%	1%	1%	-9%	-0.2	i
CCOCCOc1cccc(C(=O)NC(c2ccccc2)C(C)C)c1 (stereo unspecified)	0.1%	i	7%	-38%	-19%	1%	0%	-3.9	i
CCN(C(=O)Cn1c([N+](=O)[O-])cnc1C)c1ccccc1	0.2%	i	-2%	2%	-5%	?	4%	-3.8	i
O=C(c1ccccc1)c1ccc(O)c(O)c1O	0.9%	i	-4%	-10%	-5%	.	1%	1.5	i
CC1CCCC(CC(=O)O)(CC(=O)O)C1 (stereo unspecified)	0.0%	i	6%	-18%	-4%	2%	2%	0.0	i
COc1ccc(-n2ccc3ccccc32)cc1	4.0%	i	-1%	12%	-3%	0%	18%	-0.9	i
O=C(COC(=O)c1ccccc1Br)NCC1CCCO1 (stereo unspecified)	0.2%	i	0%	-6%	2%	-2%	18%	-11	i
CCOc1ccc(NC(=O)CC2C(=O)N(c3cccc(OC)c3)C(=O)N2C2CCCCC2)cc1 (stereo unspecified)	-1.4%	i	-3%	-29%	-14%	.	-11%	.	.
Cc1cccc(C)c1N1C(=O)c2ccccc2C1=O	-0.8%	i	-2%	-38%	13%	2%	-2%	-4.7	i
CCOC(=O)c1sc(N2C(=O)C(O)=C(C(=O)c3ccco3)C2c2ccc(C)o2)nc1C (stereo unspecified)	1.2%	i	-12%	-69%	1%	-3%	?	0.3	i
CCn1c(SCC(=O)Nc2cccc(NC(=O)c3cccs3)c2)nnc1-c1ccncc1	1.9%	i	3%	2%	6%	2%	.	-3.2	i
Nc1nc(NCc2ccco2)nc(N2CCN(Cc3ccccc3)CC2)c1[N+](=O)[O-]	4.2%	i	0%	31%	19%	1%	-14%	-0.1	i
Cc1ccc(S(=O)(=O)N(CC(=O)N2CCC(C)CC2)c2ccccc2)cc1	-0.3%	?	-8%	2%	9%	-2%	-4%	-1.7	i
O=C(O)c1ccc(N=Nc2c(O)[nH]c3ccc(Br)cc23)cc1	3.8%	i	-10%	1%	17%	-1%	?	-0.2	i
O=C(Nc1nc2c(Cl)ccc(Cl)c2s1)c1ccco1	?	i	5%	-61%	-33%	?	-11%	0.8	i
O=C(NCC1CCCO1)c1ccc(NC(=O)c2cc(F)c(F)cc2Cl)cc1 (stereo unspecified)	0.0%	i	5%	1%	-5%	0%	-1%	0.3	i
CCCCNC(=O)c1c[nH]c2ccc(S(=O)(=O)N3CCOCC3)cc2c1=O	2.6%	i	2%	-27%	9%	2%	1%	-4.1	i
O=C(CSc1nc2cc(Cl)ccc2s1)NC(=O)NCc1ccco1	11%	i	-3%	-2%	-7%	-4%	0%	-0.4	i
CSCCOC(=O)C1=C(C)NC(=O)NC1c1ccc2c(c1)OCO2 (stereo unspecified)	-0.8%	i	-2%	-17%	-5%	1%	-13%	-0.7	i
COC(=O)[C@]1(Cc2ccccc2)N[C@H](c2ccc(-c3ccccc3)cc2)[C@@H]2C(=O)N(C)C(=O)[C@@H]21	1.2%	i	-1%	-21%	?	-16%	?	-1.3	i
O=C(c1cccc(Cl)c1)N1c2ncnn2C2(CCCCC2)[C@@H]2CCCC[C@@H]21	-0.7%	i	-1%	-57%	-24%	.	-16%	.	.
CN(C)c1ccc(/C=N/NC(=O)C2CC2c2ccccc2)cc1 (stereo unspecified)	4.5%	?	-1%	-4%	26%	1%	-24%	-1.6	i
COc1ccc(S(=O)(=O)N2CCCCC2)cc1NC(=O)CNc1ccccc1C(C)=O	-0.4%	i	1%	-15%	-4%	-1%	?	2.6	i
Cc1[nH]c2ccccc2c1C(=O)C(=O)NCc1nnnn1-c1cccc(F)c1	-0.6%	?	.	1%	-10%	.	.	1.4	i
CC(C)(C)Cc1c(-c2ccccc2)nc2ccc(Cl)cn12	5.5%	i	.	-38%	?	.	.	0.6	i
COc1ccc2c(c1)SCC(=O)N2C	0.5%	i	-1%	3%	3%	2%	3%	-1.2	i
COc1ccccc1CC(=O)Nc1cc(OC)c(NC(=O)c2ccccc2)cc1OC	16%	i	-17%	-9%	4%	-1%	15µM*	-0.5	i
O=C1N(Cc2ccccc2Cl)c2ccccc2C1(O)c1c[nH]c2ccccc12 (stereo unspecified)	-2.1%	i	0%	-114%	?	.	-2%	.	.
CC1CCCCC1NC(=O)c1ccc(CNc2c(N3CCCC3)c(=O)c2=O)cc1 (stereo unspecified)	-0.4%	i	4%	2%	1%	2%	-7%	2.0	i
CCc1ccc(CNC(=O)CSc2cc(=O)n(CC)c3ccccc23)cc1	-0.6%	i	-5%	-19%	?	.	19%	.	.
O=C(NC(c1ccc(F)cc1)c1ccc2ccccc2n1)C1CCN(CCOc2ccc(F)cc2)CC1 (stereo unspecified)	-4.1%	16µM*	.	16µM*	11µM*	.	.	-1.1	i
Cc1ccc(/C=C/c2nc3ccccc3n2S(=O)(=O)c2cccc(Cl)c2)cc1	-1.6%	.	6%	-27%	0%	.	.	.	.
CC(=O)Nc1cccc(OCc2c(F)cccc2Cl)c1	0.5%	i	4%	-20%	-7%	3%	-13%	-1.7	i
CC(=O)Nc1ccc(-c2ccc3nnc(C)n3n2)cc1	3.4%	i	-13%	-6%	-1%	0%	-20%	0.6	i
Cc1ccccc1-c1nnc(SCC(=O)N(CC(C)C)c2c(N)n(CC(C)C)c(=O)[nH]c2=O)n1C	-0.5%	i	-4%	18%	-10%	0%	-19%	0.7	i
C#CCOCCOCCOCCNc1nc(N2CCOCC2)nc(N2CCN(C(=O)[C@H](CCCCN)n3cc([C@@H](N)CO)nn3)CC2)n1	-0.5%	i	-6%	2%	-1%	.	1%	-1.3	i
O=C1C2C3C=CC(C3)C2C(=O)N1c1ccc(-c2nc3ccccc3c(=O)o2)cc1 (stereo unspecified)	-1.0%	i	6%	-5%	-2%	0%	-9%	-3.0	i
O=C(CN1CCOCC1)Nc1ccc(S(=O)(=O)N2CCCCCC2)cc1	0.0%	i	3%	-5%	-1%	1%	?	-0.7	i
CC(C)[C@H](NC(=O)NCc1ccco1)C(=O)O	0.1%	i	-13%	-5%	-22%	-1%	-5%	-0.6	i
Cn1cc(Cl)c(C(=O)N(Cc2ccccc2)c2ccccn2)n1	-0.3%	i	-1%	0%	-3%	1%	10%	1.5	i
Cc1ccc(C(=O)Cn2nc(C(=O)O)c3ccccc3c2=O)cc1C	3.6%	i	0%	32%	40%[activator]	-1%	6%	0.5	i
O=C(NN(C(=O)c1ccccc1)c1ccccc1)c1ccccc1	-0.3%	i	2%	0%	0%	0%	3%	-0.4	i
CCOc1ccc(-c2cc3nc(C4CCN(C(=O)OC(C)(C)C)CC4)c(C(=O)Nc4c(C)cccc4C)cn3n2)cc1	-1.3%	i	-3%	-21%	-12%	.	15%	.	.
Cc1cccnc1NC(=O)Cn1c(=O)oc2ccccc21	2.0%	i	7%	-14%	-9%	1%	-11%	-3.7	i
Cc1cccc(C)c1NC(=O)CN1C(=O)C2CC=CCC2C1=O (stereo unspecified)	-1.4%	i	-1%	-4%	2%	-3%	-5%	-0.5	i
COC(=O)c1cc(S(=O)(=O)Nc2cc(S(=O)(=O)N(C)C)ccc2C)oc1C	-1.2%	i	-2%	21%	-9%	1%	-16%	1.0	i
Cc1ccc(-n2c(SCC(=O)NCCC3=CCCCC3)nc3n[nH]c(C)c3c2=N)cc1Cl	0.1%	?	-9%	-64%	?	-5%	19%	-0.6	i

An excerpt of these results, with values under each structure:
Every second line gives: Nrf2 activator | S2 tox | A549 tox | HepG2 viability | TGFb inhibitor | Mm-Cpn inhibitor | Nrf2 inh | CCT modulator | pAkt inh
- Cc1cccc(C)c1NC(=O)CN1C(=O)C2CC=CCC2C1=O (stereo unspecified)
 : -1.4% | i | -1% | -4% | 2% | -3% | -5% | -0.5 | i
- COC(=O)c1cc(S(=O)(=O)Nc2cc(S(=O)(=O)N(C)C)ccc2C)oc1C
 : -1.2% | i | -2% | 21% | -9% | 1% | -16% | 1.0 | i
- Cc1ccc(-n2c(SCC(=O)NCCC3=CCCCC3)nc3n[nH]c(C)c3c2=N)cc1Cl
 : 0.1% | ? | -9% | -64% | ? | -5% | 19% | -0.6 | i
